From PubChem
GLP-1R agonist = agonists of human GLP-1 receptor. AID 624172. P43220. HEK293 GLP-1R CRE-luciferase, luminescence, 4-6 h; cells express a hypersensitive GLP-1R form. 380,000 tested, 0.007% active. Potency, µM (top dose mostly 45.6 µM), for the others: top-dose activation, actives largely listed as activators; also: potency is read from the fitted curve at half-maximal effect; % of control where 0% means no effect
Target sequence (P43220 whole entry, looked up): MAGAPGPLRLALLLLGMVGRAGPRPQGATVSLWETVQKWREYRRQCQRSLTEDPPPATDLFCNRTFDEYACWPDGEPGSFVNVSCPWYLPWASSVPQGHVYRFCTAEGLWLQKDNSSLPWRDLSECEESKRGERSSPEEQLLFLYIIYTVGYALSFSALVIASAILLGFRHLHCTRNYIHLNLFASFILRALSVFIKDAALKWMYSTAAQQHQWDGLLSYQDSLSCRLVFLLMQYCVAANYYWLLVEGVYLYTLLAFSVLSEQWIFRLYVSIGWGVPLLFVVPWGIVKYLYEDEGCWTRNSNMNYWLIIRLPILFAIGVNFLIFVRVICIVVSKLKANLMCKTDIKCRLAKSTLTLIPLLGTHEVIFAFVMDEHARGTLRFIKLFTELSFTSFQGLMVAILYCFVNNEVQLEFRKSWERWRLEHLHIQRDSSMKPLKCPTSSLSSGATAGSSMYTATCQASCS
PLK1 PBD block = PLK1 (human) polo-box domain binding inhibition. Potency, µM, for inactives: max response, negative = inhibition, usual class: inhibitors. AID 720504. P53350. 360,000 tested, 2.8% active. Plk1 PBD binding of FITC phosphopeptide, fluorescence polarization; also: potency is read from the fitted curve at half-maximal effect; series mostly up to about 57 µM; % is scaled to controls: 0 for no effect and ±100 for the full control effect; nearly all actives have a fitted effect of over 65% in size
Target sequence (P53350 whole entry, looked up, the tested form may be a part): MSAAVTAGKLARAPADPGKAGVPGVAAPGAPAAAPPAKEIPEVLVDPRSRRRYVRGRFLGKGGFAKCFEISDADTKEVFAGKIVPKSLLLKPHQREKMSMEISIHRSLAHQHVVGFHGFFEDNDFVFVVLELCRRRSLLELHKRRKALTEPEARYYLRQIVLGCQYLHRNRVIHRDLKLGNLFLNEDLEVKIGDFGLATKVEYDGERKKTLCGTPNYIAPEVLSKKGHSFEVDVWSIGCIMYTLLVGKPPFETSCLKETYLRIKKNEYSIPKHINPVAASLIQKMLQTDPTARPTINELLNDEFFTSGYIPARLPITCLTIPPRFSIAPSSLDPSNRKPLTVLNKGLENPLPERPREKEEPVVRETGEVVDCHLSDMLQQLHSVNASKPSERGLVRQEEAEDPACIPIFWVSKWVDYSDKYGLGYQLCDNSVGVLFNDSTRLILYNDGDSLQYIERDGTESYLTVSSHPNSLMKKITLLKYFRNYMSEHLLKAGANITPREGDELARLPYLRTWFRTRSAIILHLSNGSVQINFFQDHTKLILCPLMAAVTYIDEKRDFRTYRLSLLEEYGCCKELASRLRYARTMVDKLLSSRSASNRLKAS
HEK293 tox = cytotoxicity counter-screen for GLP-1 receptor inverse agonists; HEK293 cAMP-luciferase reporter cells, luminescence, 24 h; Potency, µM (series often up to 38.3 µM), inactives show at the highest dose activity change, negative = inhibition, most hits filed as inhibitors; 410,000 tested, 0.13% active; AID 624418;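 also: loss of luciferase light is scored as toxicity; potency is read from the fitted curve at half-maximal effect; % is scaled to controls: 0 for no effect and ±100 for the full control effect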
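A 23 nL compound transfer followed 12 hours of cell culture at 37 deg C; exposure then lasted 24 hr. Luciferase assay detection reagent was dispensed and plates read for luminescence after a 12 min room-temperature wait.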
IL-2 act = activators of IL-2; IL-2 activation reporter assay, cell-based qHTS; stimulated with anti-CD3/CD4/CD28 beads; in transgenic mouse T cells; 360,000 tested, 0.065% active; activation, % (series mostly up to about 46 µM); in the data active = activation above about 50%; inconclusive = mostly about 30% to 49%; also: 0% is about no effect
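Unstimulated transgenic mouse T cells; 60-min compound exposure; bead-based TCR/CD4/CD28 stimulation; 18 h culture, 37 degrees C; dual fluorescence (EGFP, DsRed) plate cytometry.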
GLP1R inv ag = acts as inverse agonist at human GLP-1 receptor; Potency, µM (highest dose often 38.3 µM), inactives show at the highest dose activity change, negative = inhibition, usual class: inhibitors; AID 624417; P43220; 410,000 tested, 1.6% active; HEK293 GLP-1R CRE-luciferase, luminescence, 24 h; GLP-1R form is constitutively active; also: potency is read from the fitted curve at half-maximal effect; % is scaled to controls: 0 for no effect and ±100 for the full control effect; nearly all actives have a fitted effect of over 55% in size
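Assay principle: reduced luminescence from a cAMP-responsive reporter in HEK293 cells co-expressing a constitutively active GLP-1R. Conditions: 24 hr compound incubation, 37 deg C, 5% CO2.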
PTHR1 ag = activates the human parathyroid hormone receptor PTHR1. Potency, µM (titrated, usually from 115 µM), for inactives: top-dose activation, actives largely listed as activators. Q03431. HEK293 GP2 PTHR1 cells, GloSensor cAMP luminescence, 1 h. 410,000 tested, 0.075% active; also: potency is read from the fitted curve at half-maximal effect; nearly all actives have a fitted effect of over 55% in size; some results filed as inactive show a strong effect at the top dose; inactives centre near -15; many of its hits are not listed in these tables
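HEK-293-derived GP2 cells expressing PTHR1 and a GloSensor cAMP reporter, 3,000/well, plated overnight, given luciferin plus IBMX (each 0.5 mM as added) for 1 h at 37 °C, then compound for 1 h at 37 °C. Luminescence was read after 15 min at room temperature.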
PI5P4Ka inh = PI5P4K alpha (human) kinase inhibition. PI5P4Kalpha enzyme, ADP-Glo luminescence, 60 min; hits give low values. 330,000 tested, 1.2% active. P48426. max response, %. AID 652105; active = max response of -50% or lower; inconclusive = between -30% and -50%; inactive = -30% or higher; also: value at the top dose of about 77 µM; % is scaled to controls: 0 for no effect and ±100 for the full control effect
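Single end-point luminescence (ADP-Glo) quantified ADP from PI5P4Kalpha turnover; ATP 5 microM final, 1 h at RT, 0.1% CHAPS and 0.28 mM EGTA in HEPES pH 7.4.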
EPAC1 ag = EPAC1 (human) agonism; O95398; 360,000 tested, 0.073% active; Potency, µM (top dose mostly 154 µM), inactives show at the top dose activation, actives largely listed as activators; EPAC1 agonist qHTS, biochemical assay; response scale: 100% = response to 6.5 mM cAMP; also: potency is read from the fitted curve at half-maximal effect; nearly all actives have a fitted effect of over 60% in size
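Normalized to 6.5 mM cAMP, activity reflects EPAC1-catalysed release of BODIPY-GDP from Rap1B, followed kinetically over 30 min at 480 nm excitation, 540 nm emission. Reaction contained 100 nM EPAC1, 250 nM Rap1B-BODIPY-GDP, 50 uM GDP.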
EPAC1 antagonist = antagonists of human EPAC1. O95398. EPAC1 GEF assay, Rap1b-BODIPY-GDP exchange fluorescence. Potency, µM (top dose mostly 115 µM), without a hit: top-dose activity change, negative = inhibition, actives largely listed as inhibitors. 360,000 tested, 0.14% active;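 also: potency is read from the fitted curve at half-maximal effect; plate controls were vehicle for no effect and positive control for full effect; nearly all actives have a fitted effect of over 50% in size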
* marks the source's active call; other numbers are inactive results; i = inactive; ? = inconclusive; . = no result given; & = joins results of further samples; [ ] = another dose, or the depositor's remark. Unless noted, calls follow the shape of the dose curve; as a rule, active = well fitted curve in the direction sought with a large enough effect; inconclusive = small, poorly fitted or top-dose-only effect, or another doubt; inactive = no such curve, though single readings can be large; an effect the other way counts as inactive or inconclusive. The list is partial. The share of hits here may be higher or lower than overall.

Compound | HEK293 tox | PTHR1 ag | EPAC1 antagonist | EPAC1 ag | GLP1R inv ag | GLP-1R agonist | PI5P4Ka inh | IL-2 act | PLK1 PBD block
CC(Oc1ccc(Cl)cc1Cl)C(=O)NNC(=O)C(=O)N1CCCCC1 (stereo not given) | 0% | i | -23% | 0% | 1% | 0% | 5 | -2.4 | -2%
Cc1nn(-c2ccccc2)c(Cl)c1/C=N/NC(=O)c1nn(C)cc1[N+](=O)[O-] | -14% | -16% | 1% | -13% | 16% | -1% | -2 | -0.8 | 3%
CN1CCN(C2Cc3ccccc3Sc3cc(C(F)(F)F)ccc32)CC1 (stereo not given) | ? | i | 2% | 0% | ? | 6% | 22 | -0.9 | 1%
O=C(Nc1ccc(-n2cnnn2)cc1)c1cc(S(=O)(=O)N2CCCC2)ccc1Cl | 10% | -32%[inhibitor] | -17% | 10% | -28% | -4% | -7 | -2.9 | 5%
O=C1NC(=O)/C(=C\c2ccc(OCc3cccc([N+](=O)[O-])c3)cc2)N1 | -4% | -2% | -13% | 5% | 120%[activator] | 16% | 6 | 0.4 | -7%
CCOC(=O)CSc1nnc(Cn2nnc(-c3ccccc3)n2)n1CC | 4% | -5%[57.5 µM] | 14% | 7% | 0% | 1% | 0 | 0.5 | -13%
O=C(Nc1cccc(C(=O)N2CCCC2)c1)C1CC1 | -1% | -7% | 12% | -15% | 0% | 0% | 4 | -0.4 | -18%
COC(=O)c1ccc(NC(=O)CCN2C(=O)CSC2=O)cc1 | 0% | i | -17% | 4% | 34% | 15% | 0 | 0.1 | -6%
Cc1ccc(CNC(=O)c2sc3nc4c(c(C(F)(F)F)c3c2N)CCC4)cc1 | 15% | i | 7% | 3% | 7% | 3% | -2 | 0.6 | -17%
COc1ccccc1C(=O)NC(=S)NC12CC3CC(CC(C3)C1)C2 | -4% | -25% | 5% | -12% | -32% | -1% | 2 | 2.1 | -13%
COc1ccc(/C=C2/N=C(SC3CCOC3=O)N(c3cccc(OC)c3)C2=O)cc1 (stereo not given) | -10% | -30% | ? | 1% | 1% | 1% | -25 | -0.3 | -20%
CCCCc1ccc(/C=C2\C(=O)ON=C2c2ccccc2)s1 | 2% | i | -4% | 1% | 4% | 2% | 24 | -0.7 | -9%
Cc1nnc(Nc2ccccc2)n(N)c1=O | -3% | i | 2% | 2% | 10% | 3% | 1 | -0.9 | -5%
CCCNC(=O)C1(C)CCCN(C(=O)c2cccc(OC(F)(F)F)c2)C1 (stereo not given) | 2% | i | 20% | -9% | 18% | 4% | 2 | 0.8 | -7%
CCOC(=O)C1=C(COC(=O)/C=C/c2ccc(Cl)cc2)NC(=O)NC1C (stereo not given) | 4% | i | 13% | -4% | 23% | 4% | -6 | 0.6 | 0%
Cc1ccccc1Nc1nc(=O)c2cc([N+](=O)[O-])ccc2s1 | -14% | -7% | 7% | 8% | 4% | -2% | -12 | 0.1 | -13%
COc1ccc(S(=O)(=O)N2CCOCC2)cc1C(=O)Nc1ccon1 | 3% | -14% | 4% | -3% | 1% | -2% | 1 | -0.7 | -2%
CCCCCCc1cc2cc(S(=O)(=O)c3ccc(C)cc3)c(=O)oc2cc1O | 274%[activator] | -36%[inhibitor] | -29% | -34%[inhibitor] | ? | 0% | 3 | -1.8 | -15%
CS(=O)(=O)c1ccc(Nc2nc(C(N)Cc3ccc(Cl)cc3)cs2)cc1 (stereo not given) | ? | -36%[inhibitor] | 1% | 1% | ? | -5% | -10 | -0.8 | -9%
CCc1ccc(C2N(c3ccc(OC)cc3)C(=O)C3CCCN32)cc1 (stereo not given) | 2% | -8% | -11% | 6% | 11% | 3% | 1 | -2.5 | -10%

Not a retest: two of the compounds above.
Compound | HEK293 tox | PTHR1 ag | EPAC1 antagonist | EPAC1 ag | GLP1R inv ag | GLP-1R agonist | PI5P4Ka inh | IL-2 act | PLK1 PBD block
CS(=O)(=O)c1ccc(Nc2nc(C(N)Cc3ccc(Cl)cc3)cs2)cc1 (stereo not given) | ? | -36%[inhibitor] | 1% | 1% | ? | -5% | -10 | -0.8 | -9%
CCc1ccc(C2N(c3ccc(OC)cc3)C(=O)C3CCCN32)cc1 (stereo not given) | 2% | -8% | -11% | 6% | 11% | 3% | 1 | -2.5 | -10%

New compounds follow:
Compound | HEK293 tox | PTHR1 ag | EPAC1 antagonist | EPAC1 ag | GLP1R inv ag | GLP-1R agonist | PI5P4Ka inh | IL-2 act | PLK1 PBD block
COC(=O)C1CCN(C(=O)CCCOc2ccccc2)CC1 | -11% | -17% | -14% | 0% | 6% | -7% | 2 | -0.7 | ?
N#Cc1ccccc1OCc1cn(CC(=O)c2ccc(O)cc2)nn1 | -14% | i | -19% | 9% | 18% | 6% | -58* | 0.7 | 24µM*
COC(=O)c1cc(NC(=O)c2cccc([N+](=O)[O-])c2C)ccc1Cl | -7% | -58%[inhibitor] | -9% | -3% | ? | 8% | 4 | -0.6 | -8%
COc1cc(SC)ccc1C(=O)NC1CCCc2ccccc21 (stereo not given) | -16% | -2% | 12% | -1% | ? | ? | 8 | -3.0 | 0%
Cc1cccc(C)c1NC(=O)C1(C)CN(S(C)(=O)=O)CC(=O)N1C1CC1 (stereo not given) | 0% | 1% | 1% | 6% | 5% | . | 7 | 0.4 | -2%
CCc1ccc(CCC(=O)Nc2ccc(C(=O)O)cc2)o1 | -4% | i | 4% | -1% | 12% | -4% | -2 | -1.2 | -15%
O=C(NCCc1ccccc1)C1CCN(S(=O)(=O)N2CCC3(CC2)OCCO3)CC1 | -6% | i | 15% | -7% | 0% | 15% | . | -1.2 | -1%
Cc1ccccc1C(C(=O)NC1CCCCC1)N(C(=O)c1ccccn1)c1cccnc1 (stereo not given) | 8% | i | -23% | 5% | 2% | 1% | -4 | -1.6 | -10%
O=C(CCc1ccccc1)Nc1ccccc1F | 1% | -21% | -6% | -1% | 6% | -7% | -5 | -3.2 | -1%
COCCNC(=O)CSc1nc2scc(-c3ccccc3)c2c(=O)[nH]1 | 1% | -7% | 1% | 0% | 7% | 4% | -21 | 0.3 | -23%
COc1ccc(NC(=O)CN2CCN(C(=O)c3ccco3)CC2)c(OC)c1 | -2% | i | -3% | 3% | 1% | -2% | -8 | -0.4 | -5%
Cc1cccc2nc(C(=O)Nc3cccc(C(=O)NC4CC4)c3)cn12 | -6% | i | 9% | 2% | 4% | -2% | -1 | 2.2 | -1%
CN(Cc1cccc(F)c1)C(=O)c1cc(=O)[nH]c2ccccc12 | 5% | i | -4% | 1% | 8% | 1% | 0 | -0.5 | -3%
Cc1ccc(-c2nn3nnnc3c3ccccc23)cc1C | 1% | i | 4% | 5% | 6% | 5% | . | -0.5 | -7%
COc1ccc(Nc2nc(C)cc(C)c2C(N)=O)cc1 | -3% | i | -9% | 1% | 0% | -6% | -6 | -0.2 | -10%
COCC1=C(C(=O)OC(C)OC(=O)OC(C)C)N2C(=O)[C@@H](NC(=O)/C(=N\OC)c3csc(N)n3)[C@H]2SC1 (stereo not given in full) | 6% | 0% | -9% | -10% | 5% | -5% | 4 | 0.7 | -17%
Nc1nc(SCC(=O)N2CCOCC2)[nH]c(=O)c1-c1ccccc1 | -1% | i | 15% | -2% | 10% | 0% | 1 | 1.3 | 2%
O=C(CCC(=O)N1CCCC1)Nc1nnc(C(F)(F)F)s1 | 3% | -6%[57.5 µM] | 4% | 5% | 5% | 2% | . | 3.6 | 0%
N#Cc1ccc(NC(=O)NN2CCCCCC2)cc1 | -1% | -45%[inhibitor] | 2% | 14% | -25% | 0% | 2 | -0.4 | -4%
O=C1CCCc2ccccc2N1Cc1ccc(F)cc1 | -3% | -43%[inhibitor] | 4% | 2% | -40% | -1% | -6 | 0.4 | 3%
COc1cc2c(cc1OC)CN(C(=O)c1ccc3nc[nH]c3c1)CC2 | ? | -10% | 0% | 8% | ? | 11% | 1 | -2.2 | -12%
CC(C)c1ccc(Nc2c(-c3ccc(N(C)C)cc3)nc3cnccn23)cc1 | 12% | -64% | . | . | 7% | 1% | . | . | .
CC(NC(=O)C(=O)N1CCCCC1)C(c1cccs1)N1CCN(C)CC1 (stereo not given) | -1% | ? | -15% | 4% | 7% | -2% | 3 | 1.6 | ?
COc1ccc(N=C2NC(=O)C(CC(=O)NCCc3ccc(OC)c(OC)c3)S2)cc1 (stereo not given) | 30% | i | 7% | -4% | 9% | 16% | -3 | 0.0 | 2%
COc1ccc(N=CC2=C(O)CC(c3ccccc3)CC2=O)c(OC)c1 (stereo not given) | -8% | -59% | -2% | 17% | -9% | 0% | -14 | 8.1 | 21µM*
COc1ccc(C(=O)OCC(=O)Nc2cc(S(=O)(=O)N3CCOCC3)ccc2N2CCCC2)cc1 | 0% | -36%[inhibitor] | -14% | -14% | 27% | 6% | 9 | -0.7 | -3%
CC(c1cccs1)N(C)Cc1nc(CCc2ccccc2)no1 (stereo not given) | 17% | -22% | 1% | 7% | 10µM* | -2% | 7 | 0.6 | -26%
CC(OC(=O)c1cccc(-n2cnnn2)c1)c1nc2ccccc2c(=O)[nH]1 (stereo not given) | 15% | 2% | 3% | -4% | 6% | 7% | -1 | -0.6 | -12%
OCCn1c(-c2ccccc2)csc1=Nc1ccccc1 | 6% | -30% | -7% | -7% | ? | 0% | 0 | -0.5 | -5%
COc1ccc(CCNC(=S)Nc2cccc(C)c2C)cc1 | ? | -22% | -23% | 10% | -7% | -1% | -1 | -3.4 | -2%
CCOc1ccccc1C(=O)N1CCN(C(c2ccccc2)c2ccccc2)CC1 | -2% | -5%[57.5 µM] | 3% | 1% | ? | -1% | . | -0.2 | -2%
O=c1ncn(-c2cccc([N+](=O)[O-])c2)c2ccccc12 | -2% | ? | -8% | 7% | -3% | 3% | 7 | -2.6 | -4%
CNC(=O)CSc1nnc(-c2cccc(S(=O)(=O)N3CCOCC3)c2)n1-c1ccc(F)cc1 | 23% | i | 7% | 7% | 6% | 3% | . | 0.0 | 3%&-14%
CCc1ccc(CNC(=O)CCC(=O)n2ncc3cc(C)ccc32)cc1 | -18% | -54%[inhibitor] | 15% | -14% | 12% | 17% | -11 | -2.5 | ?
